Source: PubChem
SRC1 inh: human NCOA1 inhibition. Q15788. HEK293 GAL4-SRC1 luciferase reporter, luminescence. inhibition, % at 3.6 µM. 0.12% of 360,000 active;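 active = inhibition above the campaign mean plus 3 SD, with each screening campaign given its own cutoff, cut at about 60% in these data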;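 note: 0% = DMSO treated cells and 100% = gossypol at 36 µM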
TWEAK Fn14 block: inhibitors of TWEAK-Fn14 interaction signaling; TWEAK-stimulated Fn14 reporter cells, luciferase luminescence, 8 h; 2% of 360,000 active; inhibition, % at 10 µM; AID 1159606; in the data active = inhibition above about 50%
C8 TRAIL sens: caspase-8 TRAIL sensitization. NB7+C8 cells + TRAIL, ATPlite viability luminescence. inhibition (viability loss, TRAIL sensitization), % at 10 µM. 1% of 360,000 active;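 active = compounds causing at least 50% loss of cell viability in the single-dose screen, relative to plate controls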
CF NFkB block: inhibitors of cystic fibrosis induced NF-kB; KKLEB NF-kB-GFP reporter, PAF-induced, GFP fluorescence overnight; inhibition, % at 5 µM; 0.86% of 360,000 active; AID 588850;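 active = at least 50% inhibition at 5 µM, scaled per plate between neutral and stimulator controls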;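 note: PAF is a Pseudomonas aeruginosa culture filtrate used as stimulus; plate controls were PAF-stimulated DMSO wells for no effect and unstimulated DMSO wells for full effect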
NCOA3 inh: human NCOA3 inhibition. HEK293 GAL4-SRC3 luciferase reporter, luminescence. inhibition, % at 3.6 µM. 0.17% of 360,000 active. AID 588352;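 active = inhibition above a per-campaign cutoff, the mean of all compounds plus 3 SD, cut at about 60% in these data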;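 note: 0% = DMSO-treated cells and 100% = gossypol-treated cells at 36 µM; higher means less SRC3-driven luciferase light from the GAL4 reporter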
NR5A2 inv ag: inverse agonists of human LRH-1 (NR5A2); O00482; HEK293T StAR-luciferase reporter, LRH-1 transfected, 24 h; inhibition, % at 3.6 µM; 0.13% of 360,000 active; AID 602396;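 active = inhibition above the mean inhibition of all tested compounds plus 3 SD, cut at about 73% in these data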;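 note: 0% = DMSO wells and 100% = reporter-only cells lacking LRH-1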
Target sequence (O00482 whole entry, looked up): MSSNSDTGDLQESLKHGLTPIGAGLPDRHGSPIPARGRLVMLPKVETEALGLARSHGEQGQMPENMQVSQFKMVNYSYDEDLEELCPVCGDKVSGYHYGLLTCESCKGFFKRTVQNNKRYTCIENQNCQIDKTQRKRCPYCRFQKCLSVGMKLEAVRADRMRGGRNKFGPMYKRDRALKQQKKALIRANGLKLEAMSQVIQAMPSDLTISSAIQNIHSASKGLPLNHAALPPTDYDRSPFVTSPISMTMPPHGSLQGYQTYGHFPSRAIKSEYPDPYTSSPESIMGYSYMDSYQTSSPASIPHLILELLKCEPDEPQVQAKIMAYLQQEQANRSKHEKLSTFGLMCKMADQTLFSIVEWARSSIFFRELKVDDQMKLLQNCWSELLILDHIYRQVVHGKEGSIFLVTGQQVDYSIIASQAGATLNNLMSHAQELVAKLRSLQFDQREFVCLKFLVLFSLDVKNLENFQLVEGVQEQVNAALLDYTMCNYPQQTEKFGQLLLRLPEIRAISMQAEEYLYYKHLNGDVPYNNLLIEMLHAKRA
NR2F2 inh: blocks human COUP-TFII nuclear receptor; inhibition, % at 8.6 µM; P24468; HEK293T NGFI-A luciferase reporter, luminescence; 0.7% of 370,000 active; AID 686940;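 active = inhibition above a per-plate cutoff, mean inhibition of test wells between control levels plus 3 SD, cut at about 38% in these data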;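 note: cells cotransfected with COUP-TFII expression vector driving the NGFI-A reporter; 0% = median of COUP-TF2 test wells and 100% = reporter-only cells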
Target sequence (P24468 whole entry, looked up): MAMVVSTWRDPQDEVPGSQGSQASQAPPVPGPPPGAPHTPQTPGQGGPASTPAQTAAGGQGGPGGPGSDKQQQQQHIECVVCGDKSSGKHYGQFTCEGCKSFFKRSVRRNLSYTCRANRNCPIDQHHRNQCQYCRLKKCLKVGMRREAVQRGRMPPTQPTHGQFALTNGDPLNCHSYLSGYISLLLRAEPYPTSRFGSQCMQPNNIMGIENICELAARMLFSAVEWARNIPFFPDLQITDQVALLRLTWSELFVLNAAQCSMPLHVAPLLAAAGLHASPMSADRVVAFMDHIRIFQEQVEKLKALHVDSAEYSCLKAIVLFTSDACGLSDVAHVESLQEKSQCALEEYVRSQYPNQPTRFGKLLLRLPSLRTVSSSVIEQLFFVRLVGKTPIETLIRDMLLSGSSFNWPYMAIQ
TROY signal inh: blocks TROY-dependent signaling in reporter cells | 0.98% of 360,000 active | inhibition, % at 10 µM | Q293 LMP1-TROYcd NF-kB luciferase reporter, 4 h;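 active = compounds whose plate-normalised and pattern-corrected inhibition of the luciferase reporter signal at the single screening dose is 50% or more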
EBV LMP1 NFkB: Epstein-Barr LMP1 NF-kappaB reporter inhibition; LMP1-induced NF-kappaB luciferase reporter cells, luminescence; inhibition, % at 12.5 µM; 0.69% of 350,000 active; in the data active = inhibition above about 41%;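 note: 0% = neutral control wells and 100% = reference inhibitor control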
Shn3 3UTR inh: inhibitors of Schnurri-3 3'UTR reporter in osteoblasts; Clone20 osteoblast Shn3 3'UTR firefly luciferase, 24 h; inhibition, % at 12.5 µM; 0.52% of 360,000 active;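 active = mean inhibition of at least 75% with every replicate also reaching 75%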;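 note: 0% = median of neutral control wells and 100% = pilot-screen positive control compound; some compounds past the cut are filed as inactive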
KKLEB tox: counter-screen for CF NF-kB inhibitors: cytotoxicity; 0.36% of 360,000 active; KKLEB CF airway cells viability, ATPlite luminescence, overnight; stronger effect = lower value; cells stimulated with P. aeruginosa culture filtrate; activity change (cytotoxicity), % at 5 µM;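 active = corrected activity change at or below -50% at 5 µM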
Starred values were filed as active, the others as inactive; x = no result given; & = joins results of further samples. A portion of the library (hit frequency here may not be typical).

SMILES	SRC1 inh	TWEAK Fn14 block	C8 TRAIL sens	CF NFkB block	NCOA3 inh	NR5A2 inv ag	NR2F2 inh	TROY signal inh	EBV LMP1 NFkB	Shn3 3UTR inh	KKLEB tox
O=C(Nc1cccc(C(F)(F)F)c1)c1cc2c(s1)-c1ccccc1OC2	-7	16	2	-21	2	-13	15	6	4	-10	16
CCOc1nc(S(=O)(=O)c2ccc(C)cc2)c(Cl)s1	6	0	-3	11	9	-5	-6	-3	6	18	-7
Cc1ccc(C(=O)C(C)OC(=O)c2cc3cc([N+](=O)[O-])ccc3oc2=O)cc1 (stereo not drawn)	8	24	-15	0	25	12	15	8	4	-24	6
Cc1ccccc1-n1c(=O)cc(N2CCC3(CC2)OCCO3)[nH]c1=O	3	25	10	-3	22	-10	9	6	-3	9	2
CC(=O)c1ccc(N(CC(=O)NC2CCCC2)C(=O)c2ccc(C)s2)cc1	3	-8	1	0	17	-13	-7	-27	-2	-26	-9
O=C(/C=C/c1c(F)cccc1Cl)N1CCc2ccccc2C1	-52	-22	5	0	-28	-40	-4	-70	-12	-1	4
Cc1ccc(S(=O)(=O)N2CCN(S(=O)(=O)N3CCCCC3)CC2)c(C)c1	-13	-5	-11	4	10	6	-18	17	1	39	-2
CCN(c1ccccc1)S(=O)(=O)c1ccc(C(=O)Nc2ncccc2C)cc1	-2	11	-5	16	7	-7	-13	1	-1	-3	-1
CCc1ccc(CN2CCC(n3nccc3NC(=O)c3cccc(F)c3)CC2)cc1	16	11	11	-4	0	8	9	6	1	27	5
COc1ccc(NC(=O)COc2cccnc2[N+](=O)[O-])cc1OC	13	14	-4	-7	17	0	9	2	4	8	6
CCC(C(=O)NC(C)(C)C)N(Cc1ccco1)C(=O)Cn1nnc(-c2ccc(F)cc2)n1 (stereo not drawn)	2	9	-8	-4	12	4	10	14	-5	12	20
Cc1cc(NC(=O)COn2nnc3ccc(Cl)cc32)no1	-9	27	3	5	-2	-23	7	9	7	-5	0
CN1CCN(C(=O)c2ccc(CNS(=O)(=O)c3ccc(F)c(Cl)c3)cc2)CC1	-39	10	-12	18	10	7	7	2	3	1	-16
O=C(Nc1cccc(S(=O)(=O)N2CCCCCC2)c1)C1CCN(C(=O)c2ccc(F)cc2)CC1	-11	4	15	0	-1	-12	17	1	-1	12	-8
C[C@@H]1CN([C@@H](C)CO)S(=O)(=O)c2ccc(-c3ccc(C#N)cc3)cc2O[C@@H]1CN(C)Cc1ccccn1	-6	-6	-18	-58	-14	50	4	1	4	-2	11
O=C(COC(=O)Cc1c(F)cccc1Cl)NNC(=O)c1ccccc1	2	0	-3	4	5	-29	6	10	-4	-19	-5
NC(=O)C1CCN(CCC(=O)Nc2ccc(Br)cc2)CC1	-17	-13	-1	18	12	5	-29	12	-21	-9	-7
CC(C)(CO)NCc1cc(Br)ccc1OCc1ccccc1	-7	-5	-13	16	22	24	-9	2	-4	35	0
Cn1c(CNc2ccccn2)c(C#N)c2ccccc21	17	-7	-3	7	-30	0	9	11	-2	-8	0
CCOc1ccc(/C=C/C(=O)c2c(O)c3ccccc3oc2=O)cc1	1	6	22	-3	-6	9	13	21	-1	5	-11
CC(=O)NNc1ncnc2ccccc12	-4	-18	-1	2	1	-12	-7	-20	-5	11	0
COc1cccc(-c2csc(NC(=O)Nc3ccccc3)n2)c1	-16	86*	21	-6	-7	-23	37	58*	6	-9	7
COc1ccc(CSCCc2n[nH]c(=S)n2-c2ccccc2)cc1	-3	-5	-10	18	20	-1	11	2	-7	-15	3
COc1ccc(NC(=O)Cn2nnc(C(=O)NCc3ccco3)c2N)cc1	3	-26	8	-1	8	21	19	-14	x	-24	-1

A stretch from further up, as a working copy:
SMILES	SRC1 inh	TWEAK Fn14 block	C8 TRAIL sens	CF NFkB block	NCOA3 inh	NR5A2 inv ag	NR2F2 inh	TROY signal inh	EBV LMP1 NFkB	Shn3 3UTR inh	KKLEB tox
COc1ccc(CSCCc2n[nH]c(=S)n2-c2ccccc2)cc1	-3	-5	-10	18	20	-1	11	2	-7	-15	3
COc1ccc(NC(=O)Cn2nnc(C(=O)NCc3ccco3)c2N)cc1	3	-26	8	-1	8	21	19	-14	x	-24	-1

Additional entries follow:
SMILES	SRC1 inh	TWEAK Fn14 block	C8 TRAIL sens	CF NFkB block	NCOA3 inh	NR5A2 inv ag	NR2F2 inh	TROY signal inh	EBV LMP1 NFkB	Shn3 3UTR inh	KKLEB tox
CC(C)n1nc(C(=O)NCCc2ccc(S(N)(=O)=O)cc2)c2ccccc2c1=O	6	-7	11	-2	17	20	-6	-12	-3	12	-2
COC(=O)c1cccc(NC(=O)/C(=C\c2ccco2)NC(=O)c2ccco2)c1	-5	-2	-3	-9	2	18	12	-1	2	-5	0
O=C(Nc1cccnc1)c1cccc(-c2cc3ccccc3oc2=O)c1	-8	-11	-12	3	-25	-20	3	-32	-2	-52	-3
Cc1occc1C(=O)NNC(=S)NC(=O)COc1ccc(Cl)cc1Cl	-22	-13	3	-33	0	-41	-23	-14	8	-31	16
CS(=O)(=O)N(CC(=O)N1CCCCCC1)c1ccc2c(c1)OCCO2	5	20	-1	0	5	-6	7	5	-2	-20	14
CN(C)C(=O)Nc1ccc(Cl)c(Cl)c1	-13	7	-2	0	-5	2	-12	-6	x	-7	-23
Nc1ccc(Nc2ccc([N+](=O)[O-])cc2[N+](=O)[O-])cc1	7	-17	2	-11	-25	29	-4	-9	1	11	-8
Fc1ccc(CSc2nnc3ccccn23)c(Cl)c1	-9	11	0	7	4	-47	-35	-73	-1	-26	3
Cc1ccc(NC(=S)N(Cc2ccco2)C2CCN(C(C)C)CC2)cc1	-2	14	-6	0	6	10	-7	-27	5	12	-4
O=C(CCCOc1ccc(Cl)cc1Cl)NCCCn1ccnc1	-20	-12	-7	-5	12	-2	-2	7	0	17	-1
Cn1c(=O)[nH]c(=O)c2c1nc(N/N=C/c1ccncc1)n2Cc1ccc(Cl)cc1	11	11	-2	-31	19	4	-10	-6	x	-23	-5
CC1CCCCC1NC(=O)COC(=O)c1ccc([N+](=O)[O-])o1 (stereo not drawn)	3	15	28	3	-33	19	-6	-7	-6	3	4
COCCOC(=O)C1=C(C)NC2(O)c3ccccc3C(=O)C12O (stereo not drawn)	-5	4	5	8	10	22	8	18	1	-10	3
CCC1Oc2ccc(C)cc2N(CC(=O)NCCCN2CCCCC2CC)C1=O (stereo not drawn)	-1	10	1	-12	8	13	-8	-1	-6	-3	-4
Cc1nc(NC(=O)/C=C/c2ccccc2)sc1C(=O)N(C)C	-46	-21	-5	-2	-16	-32	-18	-33	-8	-43	-3
O=C(CNC(=O)c1ccc(Cl)cc1Cl)NCC1CCCO1 (stereo not drawn)	-4	34	7	7	9	-5	0	3	-4	12	4
COC(=O)C1CC(=O)c2ccsc2C1 (stereo not drawn)	-15	-1	3	6	11	-8	3	-5	8	1	7
CC(C(=O)Nc1ccccc1Br)N1c2cccc3cccc(c23)S1(=O)=O (stereo not drawn)	14	-21	-23	3	5	7	11	13	-3	11	1
O=C(Nc1ccc(F)cc1)C1CCCN(S(=O)(=O)c2cccc3nonc23)C1 (stereo not drawn)	1	7	-3	2	7	-4	16	-16	6	11	3
O=C(c1ccc(Cl)cc1)N1CCN(c2ccc(F)cc2)CC1	11	-4	9	7	6	11	6	-34	-3	5	-5
COc1ccc(Cn2c(=S)[nH]c3ccccc32)cc1	-2	-17	6	-2	3	4	-19	-5	2	-6	-2
O=C(Nc1ccc2c(c1)OCCO2)c1[nH]c(C(F)(F)F)nc1-c1ccccc1	39	90*	-5	24	32	19	-7	81*	x	38	-10
CCOC(=O)C(=O)NCC1CCCN1S(=O)(=O)c1cccs1 (stereo not drawn)	6	-6	-13	6	-10	15	-6	9	0	-5	6
Cc1cc(=O)oc2cc(OCc3ccc(C(=O)N4CCN(c5ccccc5)CC4)cc3)ccc12	6	2	16	-9	13	23	0	-23	8	18	5
Cc1cc(=O)c(C(=O)O)nn1-c1ccc(Cl)cc1	4	-9	-7	5	16	-11	12	-13	0	-9	-3
CCOc1ccc(-n2cnc3scc(-c4ccc(OC)c(OC)c4)c3c2=O)cc1	7	8	1	13	9	-9	-8	18	-3	-16	0
COc1cc(NC(=S)NCCSc2ccc(C)cc2)cc(OC)c1	9	-15	-8	10	-2	18	6	16	7	-12	2
N#Cc1ccccc1COC(=O)c1ccc(Br)o1	5	6	-6	-6	15	-10	11	-24	-5	-4	1
COc1ccccc1C(=O)N/C(=C\c1cn(C)c2ccccc12)C(=O)NCCCN1CCOCC1	1	8	-6	-10	2	13	19	7	0	4	14
O=C(c1ccc(COc2ccccc2Cl)o1)N1CCN(Cc2ccc3c(c2)OCO3)CC1	-6&4	7&-10	9&16	2&-4	7&5	17&10	18&-7	29&14	10&-5	-7&9	-3&7
CC1(C(=O)NS(=O)(=O)c2ccc(C#N)cc2)CCN1C(=O)c1ccccc1CCc1ccccc1 (stereo not drawn)	-16	4	-4	14	0	3	-13	-12	x	-18	-13
CC1=NN(C(=O)c2ccc(Br)cc2)C(O)(C(F)(F)OC(F)(F)F)C1 (stereo not drawn)	-15	-10	-6	14	10	-10	-21	-20	3	9	-2
Cc1ccc(S(=O)(=O)N2CCC(C(=O)OCc3ccccc3)CC2)cc1C	0	-4	19	2	7	22	5	-24	-4	11	0
CCc1ccc(NC(=O)Cn2nc(C)n3cccc3c2=O)cc1	5	-4	4	0	-15	-19	-3	1	-6	-5	1
Cc1cccn2c(CNCCSc3nccn3C)c(C(=O)N3CCCCC3)nc12	-30	1	11	6	7	3	13	13	-3	14	2
CCc1ccccc1NC(=O)Cn1nnc(C(=O)NCc2cccs2)c1N	6	-10	-41	27	-18	15	-4	17	7	-27	-18
Cc1ccc(C)c(S(=O)(=O)N2CCCC2CNC(=O)C(=O)NC2CCCCCC2)c1 (stereo not drawn)	5	1	25	-14	-29	4	12	13	4	8	8
CCOC(=O)CNC(=O)Cn1cnc2c(nnn2-c2ccc(C)cc2)c1=O	3	9	-4	-7	-7	-9	0	8	-2	-3	-15
COC(=O)c1ccc(CSc2nnc(Nc3ccc(OC)cc3)s2)o1	-34	1	-3	2	-14	-7	1	-24	-2	-19	-5
CCN1CCN(C(=O)C(C)N(c2ccc(C)cc2)S(C)(=O)=O)CC1 (stereo not drawn)	-2	-13	3	-5	15	-3	-4	3	-4	-1	2
Cc1ccc(NS(=O)(=O)c2c(C)[nH]c(=O)[nH]c2=O)cc1F	-2	-9	-12	25	-8	14	-4	-16	8	13	-4
Cc1[nH]nc2c1C(=O)CC(C)(C)C2	-15	-8	26	4	-6	-2	-17	-6	-1	3	-1
COc1cccc(C(=O)NCc2ccccc2OC)c1	-8	9	0	-2	-8	-40	-2	-42	6	2	-1
O=C(Nc1ccccc1)N(CCc1ccncc1)C1CCCCC1	0	7	-5	-11	-20	3	-13	-6	-6	-22	2
CC(=O)Nc1cncc(-c2cnn(CC(C)C)c2)n1	0	-3	-9	-10	-40	4	9	-31	x	-6	9
COc1cc(/C=N/NC(=O)CCC(=O)NCc2ccccc2)cc(OC)c1OC	11	-30	-6	8	15	-11	-16	0	-18	-12	-1
